CCT chaperon mod: changes cytosolic chaperonin activity; purified chaperonin ATPase assay, HTRF ADP detection, 30 min; activity change, % (test concentration not listed), hits read low; actives 0.3% (n = 360,000); AID 651819; in the data active means activity change below about -30%; further: on the % scale 0 is the no-effect control and ±100 the full control effect
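ATPase activity: ADP formed was measured by HTRF Transcreener (665/615 nm ratio) after 30 min at 37 deg C with 10 uM ATP. Compounds screened at one 76 uM concentration against 40 or 20 nM TRiC in Tris pH 7.4/KCl/MgCl2/DTT buffer.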
Nrf2 ARE act: Nrf2 pathway activation. AREc32 ARE-luciferase reporter (MCF7-derived line), luminescence, 24 h. Potency, µM (series often up to 46.1 µM), without a hit: top-dose activation, most hits filed as activators. actives 0.31% (n = 410,000). AID 624171; further: potency means the concentration at half of the fitted maximal effect; % of control where 0% means no effect; nearly all actives have a fitted effect of over 65% in size
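Quantitative high-throughput format: AREc32 reporter cells, 1000 per well, received compound by pin transfer and were incubated 24 hr at 37 deg C, 5% CO2, before Steady-Glo luminescence detection.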
TGFb SMAD3 inh: blocks TGF-b signaling | Potency, µM (series often up to 46.1 µM), for the others: at the top dose activity, negative = inhibition, usual class: inhibitors | HepG2 CAGA-GFP TGF-b/SMAD3 reporter, GFP fluorescence, 18 h; TGF-beta stimulated, 500 pg/mL final | actives 1.2% (n = 410,000); further: potency means the concentration at half of the fitted maximal effect; on the % scale 0 is the no-effect control and ±100 the full control effect; nearly all actives have a fitted effect of over 65% in size
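GFP signal (ex488/em500-530) from TGF-beta-stimulated HEPG2 CAGA-GFP cells, 500 pg/mL final, 18 h at 37 degrees C in DMEM plus 1% FBS, normalized to unstimulated and DMSO-stimulated controls.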
ATXN viability: viability counter-screen for ATXN expression inhibitors. S2 cells (HEK-293 line with an ATXN2-luciferase reporter) viability, CellTiter-Fluor protease fluorescence, 24 h. Potency, µM (titrated, usually from 56.7 µM), usual class: cytotoxic. actives 0.49% (n = 400,000). AID 651635; further: potency means the concentration at half of the fitted maximal effect; nearly all actives have a fitted effect of over 40% in size
Nrf2 block: inhibitors of Nrf2 signaling. Potency, µM (highest dose often 46 µM), for inactives: top-dose activity change, negative = inhibition, actives largely listed as inhibitors. A549 ARE-Fluc reporter, luciferase luminescence, 18-24 h. actives 2.1% (n = 360,000); further: potency means the concentration at half of the fitted maximal effect; on the % scale 0 is the no-effect control and ±100 the full control effect; nearly all actives have a fitted effect of over 60% in size
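Nrf2 activity is the BugLite luminescence, read 15 min after reagent at room temperature, following CellTiter-Fluor cytotoxicity readout (30 min, 37C). Compound titrations were applied for 18-24 h to 5000 A549 ARE_Fluc cells/well in 5% FBS OPTI-MEM.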
Akt phos inh: inhibitors of Akt phosphorylation; actives 0.32% (n = 360,000); AID 651550; activity change, % for hits at 50 µM; Neuro2A IGF-stimulated pAkt S473 HTRF, 20 min; hits give low values; in the data active means activity change below about -80%; inconclusive means mostly about -51% to -80%; further: on the % scale 0 is the no-effect control and ±100 the full control effect
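Neuro2A cells (4,500/well, DMEM with 0.5% FBS) were treated with compound at a single 50 µM final concentration, stimulated with 6 nM IGF for 20 min at 37 °C, and lysed. Phospho-Akt Ser473 was read by HTRF as 665/615 ratio ×10^4.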
MmCpn inh: inhibitors of Methanococcus maripaludis chaperonin (MmCpn) | Potency, µM (titrated, usually from 76.9 µM), without a hit: at the highest dose activity, negative = inhibition, most hits filed as inhibitors | actives 0.031% (n = 330,000) | purified Mm-Cpn ATPase, ADP Transcreener TR-FRET; further: potency means the concentration at half of the fitted maximal effect; on the % scale 0 is the no-effect control and ±100 the full control effect; nearly all actives have a fitted effect of over 80% in size
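Purified archaeal chaperonin (25 nM final) was preincubated with compound for 10 min at 37°C, then ATP (10 uM final) was added for 30 min at 37°C in Tris pH 7.4/KCl/MgCl2/DTT buffer. ADP was quantified by HTRF Transcreener TR-FRET.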
HepG2 tox: HepG2 cytotoxicity, counter-screen for TGF-b inhibitors; HepG2 CAGA-GFP viability, ATP luminescence, 18 h; Potency, µM (top dose mostly 46.1 µM), for the others: top-dose activity change, negative = cytotoxicity, hits mostly cytotoxic; actives 0.76% (n = 410,000); AID 588856; further: potency means the concentration at half of the fitted maximal effect; some results filed as inactive show a strong effect at the top dose
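HepG2 CAGA-GFP cells (1000/well, DMEM with 1% FBS) received compound, then TGF-beta at 500 pg/mL final, and were incubated 18 hours at 37 degrees C. Viability was read by CellTiter-Glo luminescence. Media-only wells were set as complete cell-killing and DMSO as no toxicity.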
A549 viability: kills or reduces viability of A549 cells in Nrf2 counter-screen; A549 ARE-Fluc cells, CellTiter-Fluor viability, 18-24 h; Potency, µM (series often up to 46 µM), inactives show at the top dose activity change, negative = cytotoxicity, hits mostly inhibitors; actives 0.16% (n = 390,000); further: potency means the concentration at half of the fitted maximal effect; on the % scale 0 is the no-effect control and ±100 the full control effect
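Cytotoxicity counterscreen: CellTiter-Fluor fluorescence was measured in A549 ARE_Fluc cells after 18-24 h of compound exposure in a concentration series. The subsequent BugLite luminescent read reports ARE-luciferase activity.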
Starred values were filed as active, the others as inactive; i = inactive; ? = inconclusive; . = not tested or not shown; & = joins results of further samples. Unless noted, the call rests on the fitted dose curve; in most records, active means well fitted curve in the direction sought with a large enough effect; inconclusive means small, poorly fitted or top-dose-only effect, or another doubt; inactive means no such curve, though single readings can be large; an effect the other way counts as inactive or inconclusive.

compound	MmCpn inh	HepG2 tox	Nrf2 block	CCT chaperon mod	Akt phos inh	TGFb SMAD3 inh	Nrf2 ARE act	ATXN viability	A549 viability
CCOC(=O)c1ccc(N2CCN(c3cccc(Cl)c3)CC2)c(NC(=O)Nc2ccc(Cl)cc2)c1	.	-7%	.	.	.	-10%	1.2%	.	6%
O=C(CSc1ccc(Cl)cc1)NCc1ccco1	1%	-23%	17%	-0.1	i	-7%	7.3%	i	0%
CC(C)(C)CC(C)(C)NCC(O)COCCOc1ccc(Br)cc1 (stereo unspecified)	4%	-109%	9%	-1.7	i	?	7.6%	.	0%
CCC(=O)N(Cc1ccc(C)cc1)Cc1cc2cc3c(cc2[nH]c1=O)OCO3	1%	7%	.	-0.1	.	?	-0.1%	i	-5%
COc1ccc(CCNC(=O)c2cc3c(=O)oc4ccc(C)cc4c3s2)cc1OC	.	1%	?	.	.	-1%	-0.2%	i	-5%
COc1ccc(CCNC(=O)Cn2c(=O)n(Cc3ccco3)c(=O)c3ccc(Cl)cc32)cc1OC	0%	3%	-3%	0.3	i	-3%	0.3%	?	-26%
O=C(NCCc1ccccc1)C1CCN(S(=O)(=O)c2cccs2)CC1	2%	-13%	7%	0.1	i	?	-0.8%	i	14%
NC(=O)NN=C1CCN2CCCc3cccc1c32	.	-17%	.	-1.0	i	-11%	-0.2%	.	.
Cc1ccccc1NC(=O)c1ccc(N(Cc2ccccc2)S(C)(=O)=O)cc1	.	-66%	-2%	.	.	?	-3.3%	.	-2%
O=C(Nc1nc(-c2cccc3ccccc23)cs1)c1ccc2c(c1)S(=O)(=O)c1ccccc1C2=O	-8%	4%	?	-0.2	i	-2%	0.9%	i	-3%
CC(=C1C(=O)c2ccccc2C1=O)N1CCN(C/C=C/c2ccccc2)CC1	-2%	-13%	-6%	-1.9	i	2%	7.6%	i	.
COc1cccc(NC(=O)Cn2c(=O)n(CCC(=O)NCc3ccco3)c(=O)c3ccccc32)c1	3%	2%	3%	-1.4	i	1%	-0.3%	i	-5%

The closing 5 records of the part above come first, to join the parts.
compound	MmCpn inh	HepG2 tox	Nrf2 block	CCT chaperon mod	Akt phos inh	TGFb SMAD3 inh	Nrf2 ARE act	ATXN viability	A549 viability
NC(=O)NN=C1CCN2CCCc3cccc1c32	.	-17%	.	-1.0	i	-11%	-0.2%	.	.
Cc1ccccc1NC(=O)c1ccc(N(Cc2ccccc2)S(C)(=O)=O)cc1	.	-66%	-2%	.	.	?	-3.3%	.	-2%
O=C(Nc1nc(-c2cccc3ccccc23)cs1)c1ccc2c(c1)S(=O)(=O)c1ccccc1C2=O	-8%	4%	?	-0.2	i	-2%	0.9%	i	-3%
CC(=C1C(=O)c2ccccc2C1=O)N1CCN(C/C=C/c2ccccc2)CC1	-2%	-13%	-6%	-1.9	i	2%	7.6%	i	.
COc1cccc(NC(=O)Cn2c(=O)n(CCC(=O)NCc3ccco3)c(=O)c3ccccc32)c1	3%	2%	3%	-1.4	i	1%	-0.3%	i	-5%
Cc1ccc(/C=N/Nc2nnc(Cc3ccccc3)c(=O)[nH]2)o1	3%	0%	?	2.6	i	4%	2.6%	i	3%
COc1ccc(CNC(=O)C(c2ccco2)N(C(=O)c2ccccn2)c2ccccc2)cc1 (stereo unspecified)	2%	-2%	7%	-0.6	i	-13%	0.1%	i	-8%
c1ccc(COc2ncnc3c2ncn3CCCNCc2cccs2)cc1	.	2%	.	-1.8	i	15%	6.5%	?	.
O=S(=O)(NC1CCCCCC1)c1ccc(Br)s1	1%	-2%	-11%	2.1	i	0%	2.3%	i	1%
COc1ccc(NC(=O)N(CCCN(C)C)Cc2cc3cc(OC)ccc3[nH]c2=O)cc1	2%	-5%	11%	-3.7	i	-2%	0.4%	?	-3%
Cn1c(N)c(C(=O)COC(=O)Cc2ccc(Br)cc2)c(=O)n(C)c1=O	-2%	-13%	-7%	1.1	i	2%	-0.1%	i	0%
COc1cc2c(c(O)c1OC)C(=O)C(OC)CCC2 (stereo unspecified)	1%	-6%	10%	-6.0	i	-14%	-0.2%	i	-4%
Cc1cccc2cc(CN(CC3CCCO3)C(=O)c3ccncc3)c(=O)[nH]c12 (stereo unspecified)	-3%	10%	-25%	-1.4	i	28%	0.2%	i	-4%
O=C(NC1CCCCCC1)C(=S)N1CCCC1	1%	1%	-2%	-1.6	i	10%	-0.1%	i	-2%
Cc1c(C(=O)NCC2CCCO2)sc2nc(-c3ccccc3)cn12 (stereo unspecified)	-4%	-4%	9%	-2.3	i	0%	5.2%	?	-2%
CCCCNC(=O)CCCn1c(=O)c2ccccc2n(CC(=O)Nc2ccccc2OCC)c1=O	.	-4%	1%	.	.	0%	0.3%	i	-5%
C=C1CCN(C(CC(C)C)C(=O)NCc2ccc(OC)cc2)S(=O)(=O)c2ccccc21 (stereo unspecified)	.	-10%	-10%	.	.	-16%	.	.	-5%
O=C(N1CCOCC1)N1CCN(S(=O)(=O)c2ccc(Cl)cc2)C1	3%	-4%	-13%	-2.8	i	5%	0.2%	i	1%
CCCCc1c(O)nc2n(c1=O)CCS2	0%	3%	7%	-0.2	i	-5%	0.1%	i	21%
COCCNC(=O)CCc1nnc(C2(c3ccc(Cl)cc3)CCC2)o1	-1%	-6%	-1%	0.4	i	18%	0.0%	i	-15%
O=C1OC(=O)c2c(Br)c(Br)c(Br)c(Br)c21	2%	-22%	-14%	-1.0	i	0%	0.3%	i	-9%
CCOC(=O)C1CCCN(c2c(NCCN(C)Cc3ccccc3)c(=O)c2=O)C1 (stereo unspecified)	-6%	-9%	-8%	1.3	i	-12%	-0.4%	i	14%
O=C(CN1CCCC1)Nc1ccc(F)c(Cl)c1	0%	8%	0%	-3.9	i	21%	-0.3%	i	4%
c1csc(-c2nc3ccccc3s2)c1	-8%	4%	?	0.2	i	-3%	?	i	1%
COCCCNC(=O)c1cc2c(=O)n3cccc(C)c3nc2n(C(C)C)c1=N	0%	-9%	8%	-2.1	i	2%	-0.7%	.	?
CCCCCn1c(=O)c2ccccc2n2c(=S)[nH]nc12	-1%	-17%	2%	-5.3	i	-22%	0.2%	i	-5%
CCOC(=O)c1cc(-c2csc(COc3ccc(Cl)cc3)n2)on1	1%	1%	5%	1.9	i	6%	-0.2%	i	0%
Cc1cc(C)c2c(c1)N[C@H](c1cccs1)[C@@H]1CCO[C@H]21	-1%	-17%	22%	0.3	i	19%	2.4%	i	-1%
O=C(Nc1ccccc1)c1ccc(=O)[nH]n1	-3%	-32%	-9%	0.2	i	2%	0.0%	i	0%
COc1ccc(C(=C(CC(=O)O)C(=O)OC(C)(C)C)c2cc(OC)c(OC)c(OC)c2)cc1OC	.	20%	2%	-1.1	i	6%	0.5%	?	-1%
CSCCC(NC(=O)c1ccco1)C(=O)N1CC=C(c2ccccc2)CC1 (stereo unspecified)	1%	-24%	-29%	-5.5	i	?	0.1%	i	-13%
Cc1ccc(NC(=O)C(CC(=O)O)C2CCCO2)c(C)c1 (stereo unspecified)	-5%	0%	0%	-2.4	i	4%	0.4%	i	0%
COc1cccc2c1c(NC(=O)Nc1ccc(F)cc1F)nn2C	-1%	1%	10%	-2.0	i	15%	18%	i	-3%
COc1ccc(C(=O)N/C(=C/c2cccs2)C(=O)NN)cc1OC	1%	12%	-8%	-12	i	-8%	-0.3%	i	-2%
CCOC(=O)C1CCCN(S(=O)(=O)c2cc(Br)cc3c2N(C(=O)C2CC2)CC3)C1 (stereo unspecified)	0%	17%	-6%	-2.1	i	-5%	-0.4%	i	-3%
CCOc1ccc(NC(=O)CCC(=O)N2CCSc3ccccc32)cc1	1%	-3%&-28%	4%&19%	-1.9	i	-4%&-40%	-1.5%&2.7%	i	-3%&8%
CC(C)C1Nc2ccc(C(=O)NCc3ccco3)cc2NC1=O (stereo unspecified)	0%	-12%	-24%	-2.5	i	-27%	22%	i	-4%
O=C(NC1CCS(=O)(=O)C1)c1sc2ccccc2c1Cl (stereo unspecified)	-12%	-2%	24%	0.1	i	-27%	2.6%	i	-2%
CN(CC(=O)Nc1ccccc1Cl)CC(=O)c1c(N)n(Cc2ccccc2)c(=O)n(C)c1=O	0%	4%	-11%	1.7	i	8%	-1.3%	i	7%
CN(C)C(=S)NC(=O)c1cccc(Cl)c1	-7%	-21%	1%	-4.9	i	2%	0.3%	i	-11%
COc1ccc(N2CCN(C(=O)CCN3C(=O)c4ccccc4S3(=O)=O)CC2)cc1	1%	-5%	.	-1.4	i	0%	-0.1%	i	0%

Screening data: PubChem BioAssay, National Center for Advancing Translational Sciences (NCATS)
